TrxR1 inh – qHTS Assay for Inhibitors of Mammalian Selenoprotein Thioredoxin Reductase 1 (TrxR1): qHTS | recombinant rTrxR1, NADPH fluorescence consumption, selenite substrate | Potency, µM (highest dose often 114 µM), without a hit: at the highest dose activity change, negative = inhibition, usual class: inhibitors | 1% of 390,000 active | AID 588453, 2011; note: potency is the fitted concentration of half-maximal effect; % is set by controls: 0 for no effect and ±100 for the full control effect; nearly all actives have a fitted effect of over 65% in size
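Rat TrxR1 (90 nM in the dispensed reagent) was pre-reduced with 400 uM NADPH for 5 min at room temperature, then incubated with compound for 15 min. After 400 uM selenite was added, NADPH fluorescence (Ex 340/Em 450 nm) was followed for 8 min.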
PI4K2A inh – qHTS for small molecular inhibitors of PI4K2A. Phosphatidylinositol 4-kinase type 2-alpha (Homo sapiens), Q9BTU6. purified PI4K2A, ADP-Glo luminescence, 1 h; stronger effect = lower value. activity change, negative = inhibition, % at 76.9 µM. 0.13% of 420,000 active. AID 1346378, 2018; in the data active = activity change below about -50%; inconclusive = mostly about -30% to -49%;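 note: -100% = wells without enzyme as full effect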
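PI4K2A activity was measured by ADP-Glo luminescence: enzyme (4 ug/mL stock) and phosphatidylinositol (1.2 mM stock) in Tris pH 7.5/MgCl2/EGTA/Triton X-100 buffer were reacted with ATP (300 microM stock) for one hour at ambient temperature.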
PGK inhibitor – qHTS Assay to Find Inhibitors of Phosphoglycerate Kinase; Phosphoglycerate kinase, glycosomal (Trypanosoma brucei brucei), P07378; PGK/GAPDH coupled, Kinase-Glo luminescence, 60 min; Potency, µM (highest dose often 57.5 µM), for the others: top-dose activity change, negative = inhibition, actives largely listed as inhibitors; 0.043% of 380,000 active; AID 602233, 2012; note: potency is the fitted concentration of half-maximal effect; % is set by controls: 0 for no effect and ±100 for the full control effect; nearly all actives have a fitted effect of over 60% in size
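Luminescent ATP detection (Kinase-Glo Plus) follows a 60-minute room-temperature incubation, with wells lacking PGK as controls. Buffer: 100 mM TEA (pH 7.6), 5 mM MgCl2, 0.01% Tween-20. Coupling enzyme GAPDH (100 nM final) supplies unstable 1,3-BPG in-well.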
HP1b chromo inh – HTS for Inhibitors of HP1-beta Chromodomain Interactions with Methylated Histone Tails. AlphaScreen HP1-beta / biotin-H3K9me3 peptide binding. 0.56% of 390,000 active. Potency, µM (top dose mostly 114 µM), for inactives: top-dose activity change, negative = inhibition, hits mostly inhibitors. AID 540317, 2011; note: potency is the fitted concentration of half-maximal effect; nearly all actives have a fitted effect of over 70% in size; inactives centre near 23
Target sequence (P83916 whole entry, looked up): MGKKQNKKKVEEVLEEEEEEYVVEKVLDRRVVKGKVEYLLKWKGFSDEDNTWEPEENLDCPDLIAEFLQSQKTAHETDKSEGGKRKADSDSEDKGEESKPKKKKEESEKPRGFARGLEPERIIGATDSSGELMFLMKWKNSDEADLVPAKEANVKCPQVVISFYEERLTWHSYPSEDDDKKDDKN
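AlphaScreen: HP1-beta (50 nM) preformed 30 min with biotin-H3(1-18)K9me3 peptide (50 nM) in PBS pH 7.4, 0.01% Tween-20. Compound added for 30 min at RT, then streptavidin donor/nickel chelate acceptor beads (10 ug/mL) for 30 min.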
Pin1 inhibitor – qHTS Assay to Find Inhibitors of Pin1 | 0.009% of 390,000 active | Potency, µM (doses to about 115 µM), without a hit: at the highest dose activity, negative = inhibition, actives largely listed as inhibitors | Peptidyl-prolyl cis-trans isomerase NIMA-interacting 1 (Homo sapiens), Q13526 | Pin1 FP peptide displacement, HiFluor488, 10 min | AID 504891, 2011; active = well fitted inhibition curve with a large enough effect in the polarisation, with a control signal flat, not every such curve was filed as active; inconclusive = small, poorly fitted or top-dose-only effect, or effect the other way, or a change in a side signal; inactive = no such curve, though single readings can be large or run the other way; the % refers to the polarisation; note: potency is the fitted concentration of half-maximal effect; % is set by controls: 0 for no effect and ±100 for the full control effect
Target sequence (Q13526 whole entry, looked up): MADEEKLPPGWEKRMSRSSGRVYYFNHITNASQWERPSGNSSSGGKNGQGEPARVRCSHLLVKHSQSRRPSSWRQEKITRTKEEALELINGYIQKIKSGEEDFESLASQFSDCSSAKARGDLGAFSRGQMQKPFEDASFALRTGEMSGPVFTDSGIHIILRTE
GLS inhibitor – qHTS for Inhibitors of Glutaminase (GLS); Glutaminase kidney isoform, mitochondrial (Homo sapiens), O94925; GLS enzymatic activity, qHTS titration; Potency, µM (series often up to 45.5 µM), for inactives: top-dose activity change, negative = inhibition, hits mostly inhibitors; 0.21% of 410,000 active; note: potency is the fitted concentration of half-maximal effect; % is set by controls: 0 for no effect and ±100 for the full control effect
Target sequence (O94925 whole entry, looked up, canonical isoform): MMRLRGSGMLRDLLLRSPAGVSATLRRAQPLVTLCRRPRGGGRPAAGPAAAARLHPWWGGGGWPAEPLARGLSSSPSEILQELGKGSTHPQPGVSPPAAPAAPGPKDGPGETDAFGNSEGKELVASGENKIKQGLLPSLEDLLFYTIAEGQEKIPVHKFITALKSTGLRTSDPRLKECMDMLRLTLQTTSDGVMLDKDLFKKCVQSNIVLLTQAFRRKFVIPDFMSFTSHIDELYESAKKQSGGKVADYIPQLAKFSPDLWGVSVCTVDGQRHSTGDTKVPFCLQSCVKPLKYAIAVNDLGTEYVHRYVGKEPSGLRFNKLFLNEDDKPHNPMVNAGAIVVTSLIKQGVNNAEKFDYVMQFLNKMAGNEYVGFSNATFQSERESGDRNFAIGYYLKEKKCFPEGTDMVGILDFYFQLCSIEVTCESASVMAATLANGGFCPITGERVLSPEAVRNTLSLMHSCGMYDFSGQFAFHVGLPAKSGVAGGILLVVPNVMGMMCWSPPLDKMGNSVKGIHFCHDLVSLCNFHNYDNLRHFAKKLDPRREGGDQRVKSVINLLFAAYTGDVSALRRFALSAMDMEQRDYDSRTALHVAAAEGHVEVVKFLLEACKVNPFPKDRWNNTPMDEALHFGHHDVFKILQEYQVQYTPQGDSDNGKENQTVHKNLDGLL
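Assay buffer: 45 mM KH2PO4 pH 8.2, 0.02% Tween-20. hKGA acts on L-glutamine (1 mM solution added); product glutamate is reported by an oxidase/peroxidase Amplex Red coupling, with fluorescence taken at baseline and 30 min.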
USP1-UAF1 inh – Inhibitors of USP1/UAF1: Primary Screen. recombinant USP1/UAF1, Ub-Rhodamine cleavage fluorescence. Potency, µM (titrated, usually from 57.1 µM), for the others: at the top dose activity change, negative = inhibition, hits mostly inhibitors. 0.23% of 390,000 active. AID 743255, 2014; note: potency is the fitted concentration of half-maximal effect; % is set by controls: 0 for no effect and ±100 for the full control effect; nearly all actives have a fitted effect of over 60% in size; inactives centre near -12
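1 nM enzyme complex + cpd, 15 min RT; start with Ub-Rho 150nM final; kinetic fluorescence ex 480/em 540, 6 reads q60 s. Buffer 50mM HEPES pH 7.8, 0.5mM EDTA, 0.1 mg/ml BSA, 1mM TCEP, 0.01% Tween-20.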
mIDH1 inhibitor – qHTS for Inhibitors of mutant isocitrate dehydrogenase 1 (IDH1): qHTS | AID 602179, 2012 | 0.093% of 390,000 active | IDH1-R132H enzyme, NADPH consumption, diaphorase/resazurin fluorescence | Potency, µM (series often up to 76.6 µM), for the others: top-dose activity change, negative = inhibition, hits mostly inhibitors | Isocitrate dehydrogenase [NADP] cytoplasmic (Homo sapiens), O75874; note: potency is the fitted concentration of half-maximal effect; % is set by controls: 0 for no effect and ±100 for the full control effect; nearly all actives have a fitted effect of over 65% in size
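IDH1-R132H (0.5 ug/mL) preincubated 30 min with compound, then NADPH (0.016 mM) and alpha-KG (2 mM) added; 80 min at RT, pH 7.5. Remaining NADPH coupled via diaphorase/resazurin to fluorescence (540/590 nm); concentration-response curves normalized to no-enzyme control.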
TrxR1 substrate – qHTS Assay for Substrates of Mammalian Selenoprotein Thioredoxin Reductase 1 (TrxR1): qHTS; Thioredoxin reductase 1, cytoplasmic (Rattus norvegicus), O89049; 0.01% of 390,000 active; Potency, µM (doses to about 114 µM), without a hit: at the highest dose activity change, negative = substrate turnover; purified TrxR1 substrate turnover, NADPH consumption readout; note: potency is the fitted concentration of half-maximal effect; % is set by controls: 0 for no effect and ±100 for the full control effect; nearly all actives have a fitted effect of over 50% in size
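Rat TrxR1, dispensed at 90 nM, was prereduced with 400 uM NADPH (final) for 5 min at ~22 deg C, then incubated with compound 15 min before 400 uM selenite. A first-read NADPH fluorescence drop versus no-compound background flagged substrates.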
* hit, by the source's call; i = inactive; ? = inconclusive; & = joins results of further samples; [ ] = dose if it differs, or a comment. Unless noted, calls come from the whole dose curve; as a rule, active = well fitted curve in the direction sought with a large enough effect; inconclusive = small, poorly fitted or top-dose-only effect, or another doubt; inactive = no such curve, though single readings can be large; an effect the other way counts as inactive or inconclusive. Not all compounds are listed; the hit share may differ from the screen's.

SMILES	TrxR1 inh	PI4K2A inh	PGK inhibitor	HP1b chromo inh	Pin1 inhibitor	GLS inhibitor	USP1-UAF1 inh	mIDH1 inhibitor	TrxR1 substrate
CC[C@@H](C)C(NC(=O)OC(C)(C)C)c1cn([C@@H](CCCCNC(=O)OC(C)(C)C)C(=O)N2CCN(C(=O)OC(C)(C)C)CC2)nn1 (stereo partly specified)	-1%[57.1 µM]	0	i	48%[activator]	1%	-4%	?	4%	-15%[57.1 µM]
CC(C)N1CCC(N2CCN(C/C=C/c3ccccc3)CC2CCO)CC1 (stereo unspecified)	17%[57.1 µM]	-2	i	15%	-7%	0%	-18%	2%	9%[57.1 µM]
O=C(NC(=O)c1ccccc1)Nc1ccc(Cl)cn1	28%	1	-8%	24%	0%	-1%	-18%	-10%	-2%
O=C(COc1ccccc1)NC(=S)Nc1ccc2c(c1)Cc1ccccc1-2	-5%	-2	3%	6%	?	2%	-1%	7%	-10%
CCC(=O)c1ccc(OCC(O)CN2CCCCC2)cc1 (stereo unspecified)	14%	1	-1%	16%	-8%	3%	-6%	4%	8%
Cc1ccc2oc3c(c(=O)c2c1)C(c1ccccc1F)N(CCCN(C)C)C3=O (stereo unspecified)	-10%	-8	-10%	24%	1%	-12%	10%	-9%	-3%
O=C(Nc1ccc(S(=O)(=O)Nc2ncccn2)cc1)c1nn(Cc2ccccc2)c(=O)c2ccccc12	4%	3	i	27%	53%[activator]	6%	-23%	1%	1%
Cc1cc(C(=O)NNC(=O)c2ccc(S(=O)(=O)N(C)C)cc2)c(C)o1	-3%	-6	-6%	15%	4%	13%	-8%	2%	-7%
CC(Oc1ccc(Br)cc1)C(=O)NNC(=O)CCN1CCN(c2ccccc2)CC1 (stereo unspecified)	-12%	-1	-4%	33%	2%	40%[activator]	-7%	5%	-4%
Cc1cc(S(=O)(=O)NCc2ccccc2)ccc1OCC(=O)NCc1ccncc1	6%	0	-3%	21%	1%	-8%	-13%	1%	-2%
COc1cccc(N2CCN(c3ccc4nnc(CCC(=O)Nc5ccc(OC)c(OC)c5)n4n3)CC2)c1	9%	4	7%	18%	0%	16%	-8%	-4%	4%
CCOc1ccc(NC(=O)CCc2nnc3n(C)c(=O)c4sccc4n23)cc1	-14%	3	-9%	14%	3%	3%	-11%	3%	12%
COc1ccc(CCNC(=O)c2cc3c(=O)n4cccc(C)c4nc3n(CC3CCCO3)c2=N)cc1 (stereo unspecified)	12%	-1	-3%	26%	0%	4%	-7%	1%	47%[activator]
NS(=O)(=O)c1ccc(CCNC(=O)/C=C/c2ccc(S(=O)(=O)N3CCOCC3)cc2)cc1	19%	1	10%	28%	-5%	1%	-7%	1%	6%
Cc1ccc(-c2cc(N)n3nc(-c4ccc(C)cc4)cc3n2)cc1	53%[activator][57.1 µM]	1&-2	-4%&9%	-7%&23%	-4%&-2%	-2%&12%	-12%&-9%	1%&-2%	22%[57.1 µM]
COC(=O)c1ccc(C(=O)OC)c(NC(=S)N2CCN(c3ccccc3F)CC2)c1	14%[57.1 µM]	3	-30%	-9%	4%	7%	-10%	3%	17%
CCOC(=O)C1(C(=O)OCC)C(c2ccccc2)CC(O)N1C(C)=O (stereo unspecified)	27%	-4	1%	27%	1%	4%	-12%	2%	10%
Cc1cccc(C(=O)Nc2ccc(Oc3cnccn3)cc2)c1	27%	-2	-2%	14%	-1%	0%	-15%	5%	3%
O=C(CSc1nc2c(c(=O)n1-c1ccc(F)cc1)SCC2)Nc1ccc2c(c1)OCO2	11%	-2	7%[11.5 µM]	2%	33%[activator]	-1%	-25%	-1%	-11%
Cc1ccc(CN2CCSc3ccc(C(=O)Nc4ccc(Cl)cc4)cc32)cc1	81%[activator]	-2	-5%	47%[activator]	19%	3%	?	-6%	71%[activator]
COc1ccc(NC(=O)CCNC(=O)C2CCN(S(=O)(=O)c3ccc(F)cc3)CC2)cc1OC	27%[57.1 µM]	11	i	?	4%	-6%	-8%	-8%	1%[57.1 µM]
Cc1ccc(S(=O)(=O)N(CC(=O)N2CCOCC2)c2ccc(Br)cc2)cc1	-3%	1	-6%	13%	-11%	-2%	-12%	-5%	-8%
COc1ccc(N(CC(=O)N2CC=C(c3ccccc3)CC2)S(=O)(=O)c2c(C)noc2C)cc1	-5%[57.1 µM]	-5	-7%	36%	7%	0%	-10%	0%	2%[57.1 µM]
Cc1ccc(NC(=S)NCc2ccccc2)cc1[N+](=O)[O-]	-23%	9	0%	16%	?	12%	-16%	1%	-9%
CCOc1cc(CNCCCN2CCOCC2)cc(Br)c1OCC(=O)Nc1cccc(C(F)(F)F)c1	20%	4	-2%	19%	-22%	1%	-16%	2%	4%
COc1ccccc1NC(=O)CN1C(=O)C(C)Oc2ccccc21 (stereo unspecified)	10%	-4	i	29%	1%	-2%	-16%	5%	-2%
COc1ccc(-c2noc(-c3ccc(NC4CCCC4)c([N+](=O)[O-])c3)n2)cc1OC	5%	6	-8%	53%[activator]	46%[activator]	6%	-24%	3%	3%
Cc1nc2sc(C(c3ccc(F)cc3)N3CCN(C(=O)c4ccco4)CC3)c(O)n2n1 (stereo unspecified)	2%	13	1%	29%	-1%	0%	2%	3%	-2%
Cc1cc(C)cc(NC(=O)CCCn2c(=O)c3cccn3c3ccccc32)c1	28%	2	-8%	7%	4%	8%	-9%	15%	2%[11.4 µM]
Cc1occc1C(=O)NNC(=O)Nc1ccc(F)cc1F	-1%	-1	0%	18%	0%	35%[activator]	-1%	3%	-7%
CCCCC(=O)Nc1ccc(C(=O)Nc2cccnc2)cc1	-2%[57.1 µM]	0	-4%	17%	0%	12%	4%	4%	1%[57.1 µM]
COC(=O)c1ccc(NC(=O)C2CCN(C(=O)c3cc(OC)c(OC)c(OC)c3)CC2)cc1	4%	-2	-3%	12%	-6%	0%	-3%	6%	1%
O=C(NCCS(=O)(=O)N1CCN(c2ccc(F)cc2)CC1)c1cc(=O)c2ccccc2o1	14%[57.1 µM]	2	0%	24%[57 µM]	-1%	2%	-7%	0%	2%[57.1 µM]
Cc1cccc(OCC(=O)Nc2ccc3nc(SCc4ccccc4)sc3c2)c1	16%	-1	i	57%[activator]	4%	0%	-24%	12%	6%
Cc1cccc(NC(=O)NC(=S)NC(=O)c2ccccc2)c1	-39%	-5	8%	37%	0%	-25%	-14%	2%	2%[57.1 µM]
CCc1cc2c(=O)n(CC(=O)NCCc3ccc(OC)c(OC)c3)cnc2s1	-1%	0	i	32%	1%	-1%	-21%	10%	-3%
O=S(=O)(NCCN1CCN(S(=O)(=O)c2ccccc2F)CC1)c1ccccc1F	10%[57.1 µM]	10	-3%	38%	6%	3%	-9%	0%	7%
O=C(COc1ccc2c(c1)OCO2)Nc1ccc2c(c1)oc1ccccc12	-8%	-5	i	38%	-12%	-2%	2%	0%	-11%
O=C(NCCCn1ncc2ccccc21)c1cc(COc2c(F)cccc2F)on1	18%[57.1 µM]	3	2%	41%[activator]	7%	-3%	-23%	-6%	2%[57.1 µM]
CC(O)Cc1nsc(NC(=O)c2cccs2)n1 (stereo unspecified)	4%	-5	-5%	34%[activator]	5%	13%	-20%	-4%	-9%
CCSc1ncc(Cl)c(C(=O)Nc2ccc(S(=O)(=O)N(C)c3ccccc3)cc2)n1	21%	-1	-11%	18%	33%[activator]	-3%	-14%	-13%	0%
COc1cc(/C=N/NC(=O)C(=O)NCc2ccco2)cc(Br)c1O	-6%	-4	-26%	4%	6%	4%	-16%	-1%	-5%
Cc1ccc(N(CC(=O)NCC2CCCO2)C(=O)Cn2nnc(-c3cccs3)n2)cc1 (stereo unspecified)	33%[11.4 µM]	-7	-6%	-2%	1%	-10%	-16%	15%	16%[11.4 µM]
Cc1ccc(OCC(=O)Nc2sc3c(c2C#N)CC(C)(C)NC3(C)C)cc1	1%[57.1 µM]	0	8%	18%	2%	9%	-1%	0%	3%[57.1 µM]
CCCCOc1cc(NCc2ccccc2)c2ncn(C(C)C)c2c1	0%	-13	6%	?	?	22%	?	1%[38.3 µM]	-15%
CCOC(=O)c1nnc2cc(-c3ccc(Br)cc3)nn2c1C	-2%[57.1 µM]	-5	5%	37%	-1%	6%	-15%	-1%	9%[57.1 µM]
CC(C)C(=O)Nc1ccc(C(=O)NNC(=O)CCCOc2ccc(Cl)cc2Cl)cc1	21%	1	1%	6%	5%	1%	-13%	4%	7%
